# KOR beta-arrestin-1 – kappa opioid receptor blockers – cell-based, luminescence, uHTS (AID 1778); KOR beta-arrestin recruitment, luminescence, antagonist mode; higher % means a stronger effect; hit rate 0.091% among 290,000; inhibition, % at 10 µM; hits with a dose series show IC50 in µM; further: strong numbers were not always called active
# NOD1 NF-kB reporter – inhibition of NOD1-driven NF-kB reporter – cell-based, luminescence, uHTS, primary screen (AID 1578); inhibition, % at 4 µM, or EC50 in µM where a hit was titrated; NOD1-driven NF-kB luciferase reporter cells, luminescence; higher % means a stronger effect; hit rate 1% among 290,000; in the data active means inhibition mostly above about 36%, no sharp cut-off; inactive means mostly below about 34%;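 further: HEK-293T reporter cells stimulated with the NOD1 agonist gamma-tri-DAP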
# HEK293 NOD2/NF-kB – inhibition of NOD2-driven NF-kB reporter – cell-based, luminescence, uHTS, HEK293 (AID 1566) | hit rate 0.63% among 290,000 | inhibition, % at 4 µM; hits with a dose series show EC50 in µM | HEK293 NOD2/NF-kB luciferase reporter, luminescence; higher % means a stronger effect; further: many of its hits are not listed in these tables
# GPR55 beta-arrestin – selective activators of receptor GPR55 – imaging, U2OS cells, beta-arrestin-GFP redistribution, primary screen (AID 1961) | U2OS GPR55 beta-arrestin-GFP redistribution imaging; higher % means a stronger effect | activation, % at 10 µM; hits with a dose series show EC50 in µM | hit rate 0.048% among 290,000;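 active means activation above 40% with more than 50 cells counted in the well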;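 further: U2OS osteosarcoma cells stably expressing GPR55 and beta-arrestin-GFP; plate controls were DMSO negative control for no effect and LPI positive control for full effect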
# KOR beta-arrestin-2 – KOR agonists, beta-arrestin recruitment, primary screen, cell-based, luminescence, uHTS (AID 1777). KOR beta-arrestin recruitment, luminescence; higher % means a stronger effect. one-dose activation, % at 10 µM; EC50 in µM for titrated hits. hit rate 0.02% among 280,000; in the data active means activation above about 50%, passing the limit was not always enough; further: a part of the inactive calls stands beside numbers as strong as those of hits
# Yfh1-depleted yeast – mitochondrial function rescue without frataxin homolog – Friedreich's ataxia, plus single-dose screen, dose response (AID 1465); S. cerevisiae Yfh1-off respiration, WST-1 reduction, 72 h; higher fold induction means a stronger effect; one-dose fold induction at 50 µM; EC50 in µM for titrated hits; hit rate 0.074% among 220,000;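 active means fold induction of absorbance versus untreated yeast above a set limit, then at least 30% activation at any dose in follow-up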;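 further: activators that raise dye reduction in frataxin-depleted yeast; strong numbers were not always called active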
# NTR1 agonist – agonists of NTR1, primary screen, imaging, U2OS cells, beta-arrestin-GFP, high content (AID 493036); P30989; NTR1-U2OS beta-arrestin-GFP spot imaging, agonist mode; activation, % at 20 µM; hit rate 0.17% among 330,000;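 active means activation at or above 40% of the spot to cytoplasm intensity ratio, with at least 20 cells analyzed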;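 further: 0% = DMSO without peptide and 100% = 100 nM NTR1 peptide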
# Target sequence (P30989 whole entry, looked up): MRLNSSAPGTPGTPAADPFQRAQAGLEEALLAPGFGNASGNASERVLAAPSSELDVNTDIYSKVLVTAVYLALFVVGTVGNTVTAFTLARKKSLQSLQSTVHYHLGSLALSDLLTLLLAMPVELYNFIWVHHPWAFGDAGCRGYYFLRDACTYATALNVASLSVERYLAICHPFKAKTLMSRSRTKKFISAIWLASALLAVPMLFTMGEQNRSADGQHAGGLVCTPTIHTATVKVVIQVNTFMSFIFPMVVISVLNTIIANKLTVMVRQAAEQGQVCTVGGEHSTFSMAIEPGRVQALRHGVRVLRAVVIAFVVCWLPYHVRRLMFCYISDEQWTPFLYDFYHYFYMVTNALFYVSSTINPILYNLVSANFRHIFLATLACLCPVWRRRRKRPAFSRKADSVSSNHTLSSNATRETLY
# TNAP activation fold – stimulation of alkaline phosphatase TNAP activity – biochemical, luminescent, no phosphate acceptor, uHTS, primary screen (AID 1001) | purified TNAP, luminescent activation assay, no phosphate acceptor; higher activation fold means a stronger effect | activation fold at 20 µM; hits with a dose series show EC50 in µM | hit rate 0.03% among 200,000; in the data active means activation fold from about 3, or a potency from the dose series; inactive means the rest, 99 in 100 with activation fold below about 1.6; further: many of its hits are not listed in these tables
# CSM14.1 death rescue – rescue of cells from ER stress-induced death, primary screen, 384-well, CSM14.1, thapsigargin, ATP luminescence (AID 1222) | CSM14.1 thapsigargin-induced death rescue, ATP luminescence; higher % means a stronger effect | cellular ATP content (survival), % at 20 µM, or EC50 in µM where a hit was titrated | 190,000 tested, under 10 active;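 active means EC50 below 50 µM in the dose-response confirmation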;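 further: death triggered by thapsigargin at about 15 µM added after 2 h compound pretreatment; cell ATP read after overnight thapsigargin exposure of roughly 18 to 22 hours; normalized against plate controls of thapsigargin alone and 5% DMSO vehicle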
# NTR1 agonist cell count 20 µM – also measured in NTR1 agonist; calls as there; cell count; measured here: cell count, cytotoxicity flag
# The depositor's hits bear a star; i = inactive; / = not tested or not shown; [ ] = remark or other dose. Unless noted, no stated cut-off is given here; in the data, active means inhibition above about 50%; inactive means the rest. An excerpt, so the mix of outcomes need not match the whole.
SMILES,KOR beta-arrestin-1,NOD1 NF-kB reporter,HEK293 NOD2/NF-kB,GPR55 beta-arrestin,KOR beta-arrestin-2,Yfh1-depleted yeast,NTR1 agonist,NTR1 agonist cell count 20 µM,TNAP activation fold,CSM14.1 death rescue
CC(NC(=O)Nc1cccc([N+](=O)[O-])c1)(C(F)(F)F)C(F)(F)F,-5%,10%,8%,0.3%,19%,i,0.1,54,1,-2.2%
Cc1ccc2c(c1)C1CN(C)CCC1N2C(=O)c1cccc(S(=O)(=O)N(C)C)c1 (configuration not stated),/,-39%,8%,0.0%,/,i,0.2,55,1,1.4%
CN(C)c1ccc(N2C(=NC(=O)COc3ccccc3)SC3CS(=O)(=O)CC32)cc1 (configuration not stated),-5%,11%,3%,0.0%,-0.6%,/,0.6,53,/,/
CCn1c(SCC(=O)Nc2ccc(C(C)=O)cc2)nnc1C1CC1,-29%,5%,-2%,-0.1%,4.4%,/,1.0,55,/,/
CCN(C(=O)CSc1nnc(-c2ccccc2)o1)c1c(N)n(Cc2ccccc2)c(=O)[nH]c1=O,5%,-15%,6%,0.1%,-1.8%,i,1.0,59,1.1,-0.7%
COc1ccc(OCC(O)Cn2c(=N)n(Cc3ccccc3)c3ccccc32)cc1 (configuration not stated),16%,-45%,-5%,-0.1%,-5.3%,i,2.3,98,1.2,-1.8%
Cc1cc(-c2cccnc2)c(C#N)c(SCc2cccc(F)c2)n1,8%,-10%,5%,-0.1%,0.3%,i,9.4,66,1.1,-2.0%
CCOc1cc(/C=C2\SC(=S)N(NS(=O)(=O)c3ccccc3)C2=O)ccc1O,14%,-13%,5%,0.0%,-5.6%,/,1.1,62,/,/
CCOC(=O)CSc1nnc(-c2ccc(S(=O)(=O)N3CCC(C)CC3)cc2)o1,-8%,-3%,19%,0.6%,-2.2%,i,2.6,68,1.1,-0.5%
CCCN1C(=O)NC2(O)C(=O)c3ccccc3C12O (configuration not stated),-52%,-8%,-19%,-0.2%,28%,i,-1.4,47,0.9,1.5%
Cn1cc(Cl)c(C(=O)N2CCN(c3ncccn3)CC2)n1,-17%,-38%,-3%,-0.4%,-1.9%,i,4.1,74,1.1,-1.0%
CC(C)(C)Nc1c(N)c(=O)oc2ccccc12,-6%,-18%,20%,0.8%,5.5%,i,1.9,71,1,-1.3%
CCOc1ccc(S(=O)(=O)Nc2ccc(Cl)cn2)c(C)c1C,-21%,11%,4%,0.3%,1.4%,i,1.4,68,1.1,/
Clc1ccccc1-c1nnc2sc(-c3ccncc3)nn12,45%,7%,-5%,-0.1%,-2.3%,i,1.7,44,1.1,2.2%
COc1ccc(C(C)=O)cc1CS(=O)(=O)CC(=O)O,-9%,-29%,18%,-0.1%,1.0%,i,0.8,48,1.1,0.6%
Cc1ccc(NC(=O)c2ccc(Nc3c([N+](=O)[O-])cc([N+](=O)[O-])cc3[N+](=O)[O-])cc2)cc1,1%,5%,17%,1.0%,-5.4%,i,46*,56*,1.1,0.3%
CC(=O)c1ccc(Oc2cc(C)nc(NCc3ccccc3)n2)cc1,-18%,17%,20%,-0.3%,2.4%,i,1.1,50,1.1,-2.6%
COc1ccc(NC2CCCN(C(=O)CCn3cccn3)C2)cc1 (configuration not stated),28%,-23%,5%,-0.1%,2.4%,/,-0.2,54,/,/
Cc1ccc(S(=O)(=O)NC(=O)c2cccc(C)c2)cc1,-6%,-54%,14%,0.3%,0.1%,/,0.1,41,/,/
CC(C)c1ccc(NC(=S)NNC(=O)c2cccs2)cc1,-72%[20 µM],-28%,-94%,0.2%,-1.7%,i,1.7,27,2.3,0.0%
COc1ccccc1Nc1nc2nonc2nc1N1CCC(C)CC1,28%,6%,-11%,-0.4%,8.6%,i,3.4,64,1.1,-2.4%
COc1ccc(-n2ncc3c(N4CCN(c5cc(C)ccc5C)CC4)ncnc32)cc1,5%,-77%,8%,-0.2%,-3.2%,i,4.0,89,1.1,2.3%
CCCCCc1ccc(-c2cn(CC3CCCCC3)nn2)cc1,-9%[20 µM],10%,-3%,0.4%,-2.7%,/,-0.4,60,/,/
COCCCN1C(=O)C(=O)/C(=C(/O)c2ccc(S(=O)(=O)N3CCCCC3)cc2)C1c1cccc(OC)c1 (configuration not stated),-20%,-20%,-9%,0.1%,-6.0%,/,-1.1,67,/,/
CCC1=NN(C(=O)C(=O)Nc2ccc(Br)cc2)C(O)(C(F)(F)F)C1 (configuration not stated),17%,14%,20%,0.0%,-3.8%,i,-0.5,26,1.1,2.4%

# Compound profiles, from the list above. Order of values: KOR beta-arrestin-1, NOD1 NF-kB reporter, HEK293 NOD2/NF-kB, GPR55 beta-arrestin, KOR beta-arrestin-2, Yfh1-depleted yeast, NTR1 agonist, NTR1 agonist cell count 20 µM, TNAP activation fold, CSM14.1 death rescue
# CCCN1C(=O)NC2(O)C(=O)c3ccccc3C12O (configuration not stated) is listed as -52%, -8%, -19%, -0.2%, 28%, i, -1.4, 47, 0.9, 1.5%
# CC(NC(=O)Nc1cccc([N+](=O)[O-])c1)(C(F)(F)F)C(F)(F)F is listed as -5%, 10%, 8%, 0.3%, 19%, i, 0.1, 54, 1, -2.2%
# Cc1ccc2c(c1)C1CN(C)CCC1N2C(=O)c1cccc(S(=O)(=O)N(C)C)c1 (configuration not stated) is listed as /, -39%, 8%, 0.0%, /, i, 0.2, 55, 1, 1.4%

# New compounds follow
SMILES,KOR beta-arrestin-1,NOD1 NF-kB reporter,HEK293 NOD2/NF-kB,GPR55 beta-arrestin,KOR beta-arrestin-2,Yfh1-depleted yeast,NTR1 agonist,NTR1 agonist cell count 20 µM,TNAP activation fold,CSM14.1 death rescue
CC(=O)N1CCN=C1SCc1ccc(F)cc1,8%,-5%,15%,-0.2%,-1.9%,i,-1.6,58,1.2,-0.3%
CC(C)(C)c1ccc(OCC(=O)N/N=C/c2ccsc2)cc1,-8%,-18%,4%,0.2%,0.2%,i,4.2,61,1.1,-1.6%
CCC1=C(OC(=O)N(CC)CC)N2C(=O)OC(=NCCc3c[nH]c4ccccc34)[C@]2(Cc2ccccc2)[C@H]2C1=CC[C@H]1C(=O)N(CC)C(=O)[C@H]12,-7%,-11%,-4%,0.3%,11%,i,1.5,50,/,/
Cc1ccc(C)c(-n2cc[nH]c2=S)c1,13%,-1%,10%,0.5%,2.9%,i,3.6,57,2,-0.2%
Cn1c(=O)[nH]c(=O)c2c1nc(SCCN1CCCCC1)n2Cc1ccccc1,23%,18%,19%,-0.2%,-5.0%,i,-1.5,82,1,/
CCCCC(=O)NC(c1ccc(N(C)C)cc1)c1ccc2cccnc2c1O (configuration not stated),-28%[20 µM],-14%,-31%,0.6%,6.2%,/,1.3,65,/,/
CCOC(=O)C1CCN(S(=O)(=O)c2ccc3oc(=O)ccc3c2)CC1,-11%,-13%,4%,-0.2%,2.2%,/,-0.5,49,/,/
Cc1cc(=O)oc2cc(NC(=O)c3cccc(F)c3)ccc12,-6%,-16%,-50%,0.2%,-3.6%,/,0.2,75,/,/
O=C(Cc1nc2ccccc2[nH]c1=O)c1ccc(Cl)cc1,-11%,-4%,-2%,-0.2%,0.2%,i,0.1,68,/,/
Cc1ccccc1OCC(=O)NCC(=O)N/N=C/c1cccc([N+](=O)[O-])c1,-6%[20 µM],-37%,2%,0.8%,-2.9%,i,1.4,62,1,1.5%
CCC(C)(C)NC(=O)C(c1ccc(OC)cc1)N(C(=O)CCC(=O)Nc1cc(C)on1)c1ccc(OC)c(OC)c1 (configuration not stated),-26%,-18%,-5%,0.2%,-1.2%,/,-0.4,60,/,/
Cc1cccn2c(=O)c3cc(C(=O)NCc4ccco4)c(=N)n(C(C)C)c3nc12,1%,/,-2%,-0.2%,0.6%,i,5.5,67,1,-0.4%
COc1ccc(-n2c(C)cc(-c3cn4cccc(C)c4n3)c2C)cc1,11%,-17%,1%,0.0%,0.5%,i,0.4,41,1.1,2.0%
CCc1cccc(NC(=S)N(CCN(C)C)C(C)c2ccncc2)c1 (configuration not stated),1%,-9%,9%,0.3%,-3.1%,i,0.5,60,/,/
CCCCc1cc(=O)oc2cc(OCC(=O)NCC3CCC(C(=O)O)CC3)ccc12 (configuration not stated),16%[20 µM],24%,-21%,0.5%,-1.5%,/,-1.2,81,/,/
COc1ccc(C(CNC(=O)COc2ccccc2C)N2CCCC2)cc1 (configuration not stated),-30%,-35%,-4%,-0.2%,1.1%,/,0.5,73,/,/
FC(F)Oc1ccc(/C=N/c2c(-c3ccc(OC(F)F)cc3)nc3n2CCS3)cc1,14%,-22%,-42%,0.1%,-0.4%,i,5.4,51,1,1.0%
Cc1ccc(Nc2nc(Oc3ccc(=O)[nH]n3)nc(N(C)C)n2)cc1,-41%,-18%,3%,-0.1%,5.5%,i,0.5,51,1,-2.1%
CC(OC(=O)c1nsc(Cl)c1Cl)C(=O)NCc1ccc2c(c1)OCO2 (configuration not stated),12%,9%,23%,-0.1%,9.5%,i,-0.3,52,1,3.1%
O=C(/C=C\NCC(=O)c1ccccc1)c1ccc2ccccc2c1,-10%,-18%,-30%,0.9%,-0.7%,i,-1.1,36,1.1,-1.0%
Cc1cccc(NC(=O)CSc2nnc(NC(=O)c3ccco3)s2)c1,11%,-33%,-39%,0.0%,-0.5%,i,0.7,63,1.1,/
COc1cccc(/C=N/Nc2nc(Nc3ccc([N+](=O)[O-])cc3)nc(N3CCCC3)n2)c1O,22%,38%,-3%,-0.3%,-6.4%,i,12,85,1.3,1.8%
O=C(Cn1c(C(F)(F)F)nc2ccccc21)c1ccc(Cl)cc1,-10%,-2%,12%,-0.2%,-1.1%,i,0.7,54,1,-1.0%
CCCN(Cc1ccccc1)C(=S)Nc1cccc(C)c1C,10%,-17%,1%,-0.2%,0.2%,i,0.5,44,1.1,-0.3%
O=C(CC1SC(=Nc2ccc(OC(F)F)cc2)N(CCN2CCOCC2)C1=O)Nc1ccccc1 (configuration not stated),27%,-6%,-9%,-1.9%,1.2%,i,0.6,90,/,/

# (more compounds)
SMILES,KOR beta-arrestin-1,NOD1 NF-kB reporter,HEK293 NOD2/NF-kB,GPR55 beta-arrestin,KOR beta-arrestin-2,Yfh1-depleted yeast,NTR1 agonist,NTR1 agonist cell count 20 µM,TNAP activation fold,CSM14.1 death rescue
COc1ccccc1CNC(=O)CN(C)Cc1ccc(SC)cc1,-7%,-14%,31%,-0.2%,2.4%,/,0.5,56,/,/
COCC(C)N1CCC(n2nccc2NC(=O)CCOc2ccccc2)CC1 (configuration not stated),10%,-26%,-13%,-0.1%,0.8%,/,1.2,42,/,/
O=C1Cc2cc(S(=O)(=O)Nc3ccccc3Cl)cc3c2N1CCC3,1%,-11%,11%,-0.1%,0.6%,/,-0.4,63,/,/
CCSc1nnc(NC(=O)Cn2cnc3c2c(=O)n(C)c(=O)n3C)s1,/,-33%,18%,-0.3%,/,i,-0.8,68,1.1,0.6%
C=C(C)C(=O)Nc1cccc(C2=NOC3(C2)C[C@@H](C(N)=O)N(C(=O)/C=C/C=C/C)C3)c1 (some centres not stated),23%,-1%,3%,-0.1%,3.9%,i,-0.2,92,/,/
CCCOC(=O)Oc1ccc2c(=O)c(Oc3cc(C)cc(C)c3)coc2c1,6%,15%,25%,-0.3%,0.2%,i,0.1,79,0.9,-7.2%
